GRP78 ERSR act: induces the endoplasmic reticulum stress response in human glioma cells. U87-MG GRP78 promoter luciferase reporter, 16 h. Potency, µM, inactives show at the highest dose activation, hits mostly activators. AID 602332. 420,000 compounds, 0.02% hits; also: potency is read from the fitted curve at half-maximal effect; series mostly up to about 76 µM; % of control where 0% means no effect; nearly all actives have a fitted effect of over 35% in size
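Stably transfected U87-MG human glioma cells carrying a GRP78-based luminescent sensor were seeded at 1000 cells/well, pin-dosed with compounds and incubated 16 h. Luciferase reagent was then added, and end-point luminescence was read after 10 min at room temperature.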
RGS4 inhibitor: inhibitors of human regulator of G protein signaling 4; Potency, µM (titrated, usually from 114 µM), for the others: top-dose activity change, negative = inhibition, most hits filed as inhibitors; 390,000 compounds, 0.039% hits; Transcreener GDP fluorescence polarization, RGS4-accelerated GTP hydrolysis; AID 504845; also: potency is read from the fitted curve at half-maximal effect; % is scaled to controls: 0 for no effect and ±100 for the full control effect; nearly all actives have a fitted effect of over 75% in size; some results filed as inactive show a strong effect at the top dose
Target sequence (P49798 whole entry, looked up): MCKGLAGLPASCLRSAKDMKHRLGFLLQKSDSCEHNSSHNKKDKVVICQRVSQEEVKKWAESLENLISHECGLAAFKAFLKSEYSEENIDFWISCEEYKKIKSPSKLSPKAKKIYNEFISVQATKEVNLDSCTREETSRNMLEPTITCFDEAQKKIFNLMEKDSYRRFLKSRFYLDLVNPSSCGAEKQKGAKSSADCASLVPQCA
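MLSMR compounds (23 nl, pin-transferred) preincubated 10 min at room temperature with a 500nM (2x) first reagent, then RGS4 at 900nM (2x) plus Transcreener GDP mix added; fluorescence polarization (620/688 nm) read before and after 90 min at 30 °C.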
ERG-DNA inh: ERG Ets/DNA interaction inhibition | 370,000 compounds, 0.028% hits | P11308 | Potency, µM (series often up to 76.9 µM), for inactives: top-dose FP activity, negative = inhibition, actives largely listed as inhibitors | fluorescence polarization, His-ERG Ets domain / labelled DNA; active = well fitted inhibition curve with a large enough effect in the polarisation, with a control signal flat; inconclusive = small, poorly fitted or top-dose-only effect, or effect the other way, or a change in a side signal; inactive = no such curve, though single readings can be large or run the other way; the % refers to the polarisation;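 also: polarization taken with two DNA probes labelled with fluorescein and Texas red; potency is read from the fitted curve at half-maximal effect; % of control where 0% means no effect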
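His-tagged ERG Ets domain (1 uM in the protein solution; 300mM KCl, 50mM Tris-HCl, 1mM EDTA, 1mM DTT, pH 7.5) received compound, then a probe mix of 5 nM fluorescein-DNA and 100nM Texas-615-DNA. Fluorescence polarization was read for both dyes.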
D2 ag: activates the human D2 dopamine receptor; activation, % at 2 µM; HEK293 T-REx D2 cells, calcium flux agonist mode; P14416; 340,000 compounds, 0.53% hits;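 active = activation over 3 SD above normal in the single-dose calcium agonist read, cut at about 30% in these data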; also: 0% is about no effect
Target sequence (P14416 whole entry, looked up): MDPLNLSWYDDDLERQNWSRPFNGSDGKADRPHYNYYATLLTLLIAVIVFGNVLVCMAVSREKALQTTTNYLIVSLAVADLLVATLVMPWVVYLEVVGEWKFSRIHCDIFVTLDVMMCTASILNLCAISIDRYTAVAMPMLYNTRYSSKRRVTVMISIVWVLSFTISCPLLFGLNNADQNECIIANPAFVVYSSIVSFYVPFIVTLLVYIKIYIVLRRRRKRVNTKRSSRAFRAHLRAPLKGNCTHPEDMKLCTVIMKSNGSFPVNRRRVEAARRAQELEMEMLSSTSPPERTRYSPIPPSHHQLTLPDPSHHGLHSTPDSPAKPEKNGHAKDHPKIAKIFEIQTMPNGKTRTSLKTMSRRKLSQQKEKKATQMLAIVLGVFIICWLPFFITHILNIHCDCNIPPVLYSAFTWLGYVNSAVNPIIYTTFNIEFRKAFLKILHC
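In this primary screen, compounds producing a positive calcium signal within 180 s of addition to tetracycline-induced, force-coupled HEK293 Trex D2 cells are flagged; cells are dye-loaded with a no-wash calcium kit beforehand.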
ALOX12 inh: ALOX12 (human) lipoxygenase inhibition. purified 12hLO, xylenol orange hydroperoxide absorbance. Potency, µM (highest dose often 108 µM), for the others: at the top dose activity change, negative = inhibition, usual class: inhibitors. AID 1671190. 580,000 compounds, 1.1% hits. P18054; also: potency is read from the fitted curve at half-maximal effect; % is scaled to controls: 0 for no effect and ±100 for the full control effect
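Purified human 12hLO (150 nM final) in 25 mM Hepes, 0.01% Triton X-100, pH 7.0 was preincubated 15 min at room temperature with compound. Then 40 uM arachidonic acid was added, 30 min. Hydroperoxide was read by Fe-XO absorbance ratio 573/405 nm.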
LDHA inh: blocks human lactate dehydrogenase A; activity change, % (values are at about 110 or 230 µM); P00338; 480,000 compounds, 0.15% hits; purified LDHA, NADH/diaphorase-resazurin fluorescence; active compounds read low; in the data active = activity change below about -30%; inconclusive = mostly about -25% to -30%;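 also: plate controls were DMSO wells for no effect and wells without enzyme for full effect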
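Human LDH5 (2 nM) was incubated with 0.06 mM NADH and 0.2 mM pyruvate for 5 min at room temperature in Tris pH 7.4. Remaining NADH was coupled through diaphorase/resazurin, and resorufin fluorescence was read at 0 and 20 min.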
Vif-A3G inh: inhibitors of Vif-APOBEC3G interaction. Q9HC16. HeLa A3G-eYFP + Vif (tagged APOBEC3G with the HIV-1 protein that degrades it), YFP fluorescence, overnight. Potency, µM (series often up to 46.1 µM), inactives show at the highest dose activity, negative = active, most hits filed as inhibitors. 410,000 compounds, 0.076% hits. AID 602310;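 also: potency is read from the fitted curve at half-maximal effect; % is scaled to controls: 0 for no effect and ±100 for the full control effect; nearly all actives have a fitted effect of over 60% in size; hits raise eYFP signal because A3G escapes Vif-driven loss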
Target sequence (Q9HC16 whole entry, looked up): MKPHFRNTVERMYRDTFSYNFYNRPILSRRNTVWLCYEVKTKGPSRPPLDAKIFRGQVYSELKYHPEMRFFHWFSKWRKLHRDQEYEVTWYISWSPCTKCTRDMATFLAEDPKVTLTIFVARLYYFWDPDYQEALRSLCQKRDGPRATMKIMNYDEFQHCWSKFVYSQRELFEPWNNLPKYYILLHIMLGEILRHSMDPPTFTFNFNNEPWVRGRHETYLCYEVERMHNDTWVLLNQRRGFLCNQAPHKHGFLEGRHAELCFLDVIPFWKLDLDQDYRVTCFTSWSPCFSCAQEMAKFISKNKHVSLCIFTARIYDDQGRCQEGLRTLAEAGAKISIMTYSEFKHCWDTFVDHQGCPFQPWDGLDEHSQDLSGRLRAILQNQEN
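HeLa cells stably expressing Vif and C-terminally eYFP-tagged A3G, seeded overnight at 37 deg C, then exposed to compound by pintool overnight at 37 deg C. Rise in yellow fluorescence (Ex 488/Em 500-530, Acumen) marks blocked Vif-driven A3G degradation.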
D2 antagonist: D2 dopamine receptor (human) antagonism; inhibition, % at 10 µM; HEK293 TREx D2 cells, calcium flux, dopamine EC80; 340,000 compounds, 2% hits; P14416; in the data active = inhibition above about 30%; also: 0% is about no effect
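In this primary screen, negative modulation is detected by tracking calcium flux after an EC80 dopamine challenge in inducible HEK293 T-REx D2 cells preexposed to test compound for 180 s.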
Vif-A3F inh: Vif-A3F binding inhibition; AID 602313; Potency, µM (titrated, usually from 46.1 µM), for the others: at the top dose activity, negative = active; 390,000 compounds, 0.2% hits; HeLa A3F-eYFP + Vif (tagged APOBEC3F with the HIV-1 protein that degrades it), YFP fluorescence increase; also: potency is read from the fitted curve at half-maximal effect; % of control where 0% means no effect; nearly all actives have a fitted effect of over 65% in size
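HeLa cells stably expressing Vif plus C-terminally eYFP-tagged A3F were seeded, incubated overnight at 37 deg C, dosed with compound, incubated overnight again at 37 deg C. Yellow fluorescence (Ex 488/Em 500-530) reported blocked Vif-mediated A3F-eYFP degradation.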
* hit, by the source's call; ? = inconclusive; . = no result given; & = joins results of further samples; [ ] = dose if it differs, or a comment. Unless noted, calls follow the shape of the dose curve; as a rule, active = well fitted curve in the direction sought with a large enough effect; inconclusive = small, poorly fitted or top-dose-only effect, or another doubt; inactive = no such curve, though single readings can be large; an effect the other way counts as inactive or inconclusive. Some of the compounds tested (hit frequency here may not be typical).

SMILES	GRP78 ERSR act	RGS4 inhibitor	ERG-DNA inh	D2 ag	ALOX12 inh	LDHA inh	Vif-A3G inh	D2 antagonist	Vif-A3F inh
CCCOCCOC(=O)c1[nH]c2c(c1C)C(=O)CC(c1cc(OC)ccc1OC)C2 (centres undefined)	-6%	7%	-4%	-0.4	193%[activator]	-3	?	4	-17%
COc1ccccc1N1CCN(C(c2cccs2)c2nnnn2C2CCCC2)CC1 (centres undefined)	-4%	-7%	-6%	-0.2	-22%	0	1%	15	0%
O=C1CC(c2ccccc2)CC(O)=C1C=NCc1ccccc1 (centres undefined)	0%	9%	.	-0.1	7%[57.4 µM]	-5	-3%	3	1%
CCCCN(Cc1ccccc1)S(=O)(=O)c1cc(Br)cc2c1N(C(=O)C1CC1)CC2	-3%	-1%	1%	0.0	-15%	-9	-1%	.	2%
CCCCOCCCNC(=S)Nc1ccc(S(=O)(=O)N2CCOCC2)cc1	-2%	-18%	-1%	0.2	-16%	-5	0%	0	6%
c1ccc(Nc2nc(N3CCCCC3)nc(N3CCNCC3)n2)cc1	-5%	-8%	.	-0.6	15%	2	0%	-7	6%
CCOc1ccc(-n2nnnc2SCC(=O)NC2CCCC2)cc1	1%	5%	3%	0.0	-5%	-6	0%	-3	8%
Cc1ccc(NC(=O)C2CC(Cl)=CCC2C(=O)O)c([N+](=O)[O-])c1 (centres undefined)	-2%	-35%[56.9 µM]	0%	-0.4	?	1	1%	2	3%
CN(CC(=O)NCCc1ccc(S(N)(=O)=O)cc1)c1ccccc1	-3%	11%	12%	.	0%	-6	10%	.	2%
CCOc1ccc(CCN2C(=O)C(=O)N([C@@H](CC(C)C)CN3CCC[C@@H]3CN3C(=O)C(=O)NC[C@@H]3Cc3ccccc3)C[C@@H]2Cc2ccc(O)cc2)cc1	0%	-11%	-5%	.	?	-5	-8%	.	5%

Reformatted: entries from further up.
Cc1ccc(NC(=O)C2CC(Cl)=CCC2C(=O)O)c([N+](=O)[O-])c1 (centres undefined)
  GRP78 ERSR act: -2%
  RGS4 inhibitor: -35%[56.9 µM]
  ERG-DNA inh: 0%
  D2 ag: -0.4
  ALOX12 inh: ?
  LDHA inh: 1
  Vif-A3G inh: 1%
  D2 antagonist: 2
  Vif-A3F inh: 3%
CN(CC(=O)NCCc1ccc(S(N)(=O)=O)cc1)c1ccccc1
  GRP78 ERSR act: -3%
  RGS4 inhibitor: 11%
  ERG-DNA inh: 12%
  D2 ag: .
  ALOX12 inh: 0%
  LDHA inh: -6
  Vif-A3G inh: 10%
  D2 antagonist: .
  Vif-A3F inh: 2%

Returning to the listing; the two compounds before the break are reprinted first.
SMILES	GRP78 ERSR act	RGS4 inhibitor	ERG-DNA inh	D2 ag	ALOX12 inh	LDHA inh	Vif-A3G inh	D2 antagonist	Vif-A3F inh
CN(CC(=O)NCCc1ccc(S(N)(=O)=O)cc1)c1ccccc1	-3%	11%	12%	.	0%	-6	10%	.	2%
CCOc1ccc(CCN2C(=O)C(=O)N([C@@H](CC(C)C)CN3CCC[C@@H]3CN3C(=O)C(=O)NC[C@@H]3Cc3ccccc3)C[C@@H]2Cc2ccc(O)cc2)cc1	0%	-11%	-5%	.	?	-5	-8%	.	5%
CCC(=O)N1CCCc2cc(S(=O)(=O)CCC(=O)Nc3ccccc3C)ccc21	-9%	8%	-3%	0.2	-4%	-7	-6%	-22	1%
CCCCn1c(N)c(N(CC(C)C)C(=O)CCNC(=O)c2ccc(Cl)cc2)c(=O)[nH]c1=O	0%	-26%	11%	1.4	-7%	-6	-3%	-19	10%
COc1cc2[nH]c(=O)n(CCC(=O)N3CCc4ccccc4C3)c(=O)c2cc1OC	0%	5%	-3%	1.0	0%	5	-4%	4	3%
CC1(C)Cc2ccccc2-c2nnc(SCc3ccccc3)n21	3%	-1%	.	2.0	14%	-4	1%	-24	-3%
Cc1ccc(/C=N\NC(=O)/C(=C\Nc2nccc(C)n2)NC(=O)c2ccccc2)cc1	0%	-10%	-2%	-1.2	7%	-1	8%	-10	8%
O=C(CCc1ccc(Oc2cc([N+](=O)[O-])cc([N+](=O)[O-])c2)cc1)NC1CCCC1	-2%	2%	-10%	0.2	-20%	-9	0%	5	-8%
O=P(CCCCCCCCCP(=O)(c1ccccc1)c1ccccc1)(c1ccccc1)c1ccccc1	-14%	-10%[11.4 µM]	0%	0.2	-15%	-2	-14%	4	?
Cc1ccccc1-n1nc2c(c1NC(=O)c1cccc(F)c1)CS(=O)C2 (centres undefined)	-1%	14%	13%	1.2	-12%	0	3%	-7	-5%
COc1cc(C2c3cc4c(cc3OC(N3CCOCC3)C2C)OCO4)cc(OC)c1OC(C)=O (centres undefined)	-3%	-48%	-13%	.	5%	2	?	.	0%
Cc1cccc(C(=O)N/N=C/c2coc3ccccc3c2=O)c1	9%	-25%	2%	0.6	-24%	0	3%	-1	3%
O=C(CCSc1ccc(Cl)cc1)c1cccs1	-17%	-27%	-21%	-0.5	5%	0	-1%	-23	0%
O=C(CCCOc1ccccc1)N1CCCc2ccccc21	7%	-17%	.	0.1	20%	7	0%	12	-4%
Cc1cc(C(C)(C)C)ccc1OCCCCN1CCCC1	-6%	6%	-9%	-0.5	-20%	-2	1%	2	5%
CC(CN1CCN(C)CC1)OC(=O)c1ccc(Cl)cc1 (centres undefined)	-7%	-4%	-6%	0.0	?	-2	3%	11	-29%
Cc1noc(C)c1C(=O)N1CCCC1	-3%	-32%	-5%	.	-16%	-2	1%	.	3%
O=C(OCC(=O)N1CCOCC1)c1ccc(Cl)c(S(=O)(=O)N2CCc3ccccc32)c1	-6%	-25%	-5%	.	-9%	-7	0%	.	5%
Cc1oc(-c2ccccc2)nc1CS(=O)CC(=O)NC1CCCC1 (centres undefined)	-3%	-22%	4%	0.0	36%[57.4 µM]	0	1%	3	1%
CS(=O)(=O)N(CC(=O)Nc1cccc(Br)c1)Cc1ccccc1	0%	27%	-5%	-0.2	0%	-9	2%	15	-5%
Cc1cccc(NC(=O)Cn2c(=O)n(CCc3ccccc3)c(=O)c3sc4ccccc4c32)c1	1%	-7%	-3%	-1.0	-2%	-15	1%	.	0%
Nc1nc(SCc2ccc(Cl)cc2Cl)ns1	11%	4%	5%	-0.7	-15%	-6	-4%	-13	-6%
Cc1ccc(NC(=O)Nc2nnc(N3CCCC3)s2)cc1	0%	-1%	-32%	3.1	-18%	0	3%	.	0%
COc1cccc(C(=O)NCC(=O)N/N=C/c2cccc(OC(=O)c3ccc([N+](=O)[O-])cc3)c2)c1	2%	-1%	0%	.	0%	0	-4%	.	-3%
Cc1cccc(NC(=O)c2sc(-c3ccccc3)nc2-c2ccc([N+](=O)[O-])cc2)c1	-4%	-6%	-1%	0.7	-16%	-4	1%	-1	8%
C/C=C/c1ccc2c(c1)O[C@@H](CN(C)C(=O)c1ccc(F)cc1)[C@@H](C)CN([C@H](C)CO)S2(=O)=O	2%	.	.	.	?	1	-4%	.	0%
O=[N+]([O-])c1cccc(/C=N/n2c(C3CCCCC3)n[nH]c2=S)c1	-4%	-31%	-7%	-0.5	-21%	1	-5%	-6	-11%
COc1cc2c(cc1NC(=O)CSc1nnc(Cc3cccs3)n1Cc1ccco1)oc1ccccc12	-2%	?	2%	-0.9	9%	-3	1%	-3	-6%
COc1cc2c(cc1OC)C(c1ccc(OC)c(OC)c1OC)CC(=O)N2 (centres undefined)	-4%	6%	13%	0.2	?	0	-1%	-11	1%
COc1ccc(-c2cn(Cc3ccc(C)cc3)nn2)cc1	-1%&-2%	-1%	7%	0.1	12%	1	-2%&1%	13	0%
COc1ccc(Cc2c(O)nc(SC)n(C(C)=O)c2=O)cc1	1%	7%	2%	0.0	0%	-4	1%	5	2%
CC1(C(=O)Nc2cnc3ccccc3c2)CCN1CCc1ccccc1 (centres undefined)	-4%	.	.	.	1%	3	-9%	.	.
COc1ccc(CNC(=O)C2CCCN2C)cc1OC (centres undefined)	-1%	-20%	0%	1.6	10%	-3	1%	23	-10%
CC(=O)c1c(CC(=O)O)[nH]n(-c2nc3ccccc3s2)c1=O	7%	-34%	4%	0.6	?	-1	-2%	5	1%
CSc1nnc(C)c(=O)n1COC(=O)c1ccc(S(=O)(=O)N(C)C)cc1	2%	-11%	4%	-0.4	12%	-10	2%	-20	-11%
N#Cc1ccccc1NC(=O)C(=O)NCC(c1cccnc1)N1CCc2ccccc21 (centres undefined)	-3%	19%	-2%	0.4	-4%	2	2%	.	-1%
O=C(NNC(=O)c1ccc2ccccc2c1)c1cccc(Br)c1	-3%	-26%	12%	.	-18%	-5	1%	.	4%
Cc1nc(CC(=O)Nc2cc(Cl)ccc2C)cs1	-5%	6%	0%	-0.2	-25%	-2	2%	.	5%
O=C(CCN1C(=O)c2ccccc2C1=O)NC1=NCCS1	-4%	-20%	0%	.	-23%	0	1%	.	0%

Compound activity (PubChem BioAssay)
